From PubChem BioAssay
FUS suppressor: qHTS for Suppressors of FUS Proteinopathy: Primary screen using FUS-linked yeast assay | S. cerevisiae FUS-expressing, growth rescue, OD600, 24 h | Potency, µM (titrated, usually from 76.6 µM), without a hit: top-dose growth rescue (activation), most hits filed as activators | 390,000 compounds, 0.24% hits;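 note: potency is the fitted concentration of half-maximal effect; plate controls were DMSO vehicle for no effect and reference control for full effect; nearly all actives have a fitted effect of over 55% in size; some results filed as inactive show a strong effect at the top dose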
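Steps: raffinose overnight preculture; dilution to OD 0.005 in 2% galactose minimal medium; compound addition (concentration series); 24hr at 30C, 99% humidity; absorbance read at 600 nm.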
MmCpn inh: Inhibitors of TCP-1 ring complex (TRiC) of Methanococcus maripaludis (MmCpn): qHTS; Chaperonin Mm-Cpn (Methanococcus maripaludis); purified Mm-Cpn ATPase, ADP Transcreener TR-FRET; Potency, µM (series often up to 76.9 µM), inactives show top-dose activity, negative = inhibition, most hits filed as inhibitors; 330,000 compounds, 0.031% hits; AID 504842, 2011; note: potency is the fitted concentration of half-maximal effect; % is set by controls: 0 for no effect and ±100 for the full control effect; nearly all actives have a fitted effect of over 80% in size
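Inhibition of chaperonin ATP hydrolysis is measured as reduced ADP production, detected by competitive TR-FRET in which signal falls with ADP. Final enzyme 25 nM and ATP 10 uM, reacted 30 min at 37°C.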
Abeta rescue: qHTS for compounds that reverse cellular toxicity of Amyloid beta (A-beta) peptide in yeast: Primary Screen; Potency, µM (series often up to 46.1 µM), for the others: at the top dose growth rescue, actives largely listed as activators; yeast expressing A-beta42, growth rescue, OD600, 48 h; response scale: 0% DMSO, 100% iron-clioquinol control; 410,000 compounds, 0.063% hits; AID 1347071, 2019; note: potency is the fitted concentration of half-maximal effect; nearly all actives have a fitted effect of over 55% in size
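Yeast growth medium received pinned compounds, then yeast cells expressing toxic A-beta were added; plates incubated at 30 C for 48 hr. Growth read as absorbance at 600 nm, normalized to DMSO and equimolar FeCl3 plus clioquinol controls.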
Akt phos inh: HTS Assay for Inhibitors of Akt Phophorylation: Primary Screen. AID 651550, 2012. Neuro2A IGF-stimulated pAkt S473 HTRF, 20 min; stronger effect = lower value. 360,000 compounds, 0.32% hits. activity change, % for hits at 50 µM; in the data active = activity change below about -80%; inconclusive = mostly about -51% to -80%; note: % is set by controls: 0 for no effect and ±100 for the full control effect
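Neuro2A cells in DMEM with 0.5% FBS, overnight at 37 deg C, given compound at single 50 µM final, then IGF (6 nM final) for 20 min at 37 deg C. Lysed; phospho-Akt Ser473 by HTRF after 24 h, 665/615 ratio.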
GLP-1R inv ag: qHTS of GLP-1 Receptor Inverse Agonists (Inhibition Mode). 410,000 compounds, 1.6% hits. AID 624417, 2012. HEK293 GLP-1R CRE-luciferase, luminescence, 24 h; GLP-1R form is constitutively active. Potency, µM (top dose mostly 38.3 µM), inactives show at the highest dose activity change, negative = inhibition, hits mostly inhibitors; note: potency is the fitted concentration of half-maximal effect; % is set by controls: 0 for no effect and ±100 for the full control effect; nearly all actives have a fitted effect of over 55% in size
Target sequence (P43220 whole entry, looked up): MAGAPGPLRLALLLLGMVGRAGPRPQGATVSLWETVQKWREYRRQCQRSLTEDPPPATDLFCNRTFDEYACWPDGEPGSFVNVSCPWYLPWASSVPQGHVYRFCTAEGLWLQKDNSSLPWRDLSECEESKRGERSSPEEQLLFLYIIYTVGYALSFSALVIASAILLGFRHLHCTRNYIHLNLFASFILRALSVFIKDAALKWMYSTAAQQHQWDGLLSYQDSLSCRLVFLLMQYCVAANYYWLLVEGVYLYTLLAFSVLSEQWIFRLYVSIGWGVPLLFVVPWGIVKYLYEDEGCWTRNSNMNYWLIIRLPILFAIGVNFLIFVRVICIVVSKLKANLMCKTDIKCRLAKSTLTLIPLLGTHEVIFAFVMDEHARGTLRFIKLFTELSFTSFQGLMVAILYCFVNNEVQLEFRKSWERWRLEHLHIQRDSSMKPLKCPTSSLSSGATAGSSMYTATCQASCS
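GLP-1R inverse agonism mode: basal reporter luminescence in engineered HEK293 cells measured after one day of compound exposure at 37 deg C, with a 12 min room-temperature detection step.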
HEK293 tox: qHTS of GLP-1 Receptor Inverse Agonists: Cytotox Screen; HEK293 cAMP-luciferase reporter cells, luminescence, 24 h; Potency, µM (top dose mostly 38.3 µM), inactives show top-dose activity change, negative = inhibition, actives largely listed as inhibitors; 410,000 compounds, 0.13% hits; AID 624418, 2012;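 note: loss of luciferase light is scored as toxicity; potency is the fitted concentration of half-maximal effect; % is set by controls: 0 for no effect and ±100 for the full control effect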
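Seeding density was 200 cells/uL; after overnight-length (12 h) culture, 23 nL compounds went on for 24 h at 37 °C. Readout used a luciferase detection reagent, luminescence taken after 12 min at room temperature.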
PTHR1 ag: qHTS for PTHR1 Agonists: Primary Screen; Potency, µM (highest dose often 115 µM), without a hit: at the top dose activation, actives largely listed as activators; AID 743266, 2014; 410,000 compounds, 0.075% hits; HEK293 GP2 PTHR1 cells, GloSensor cAMP luminescence, 1 h; note: potency is the fitted concentration of half-maximal effect; nearly all actives have a fitted effect of over 55% in size; some results filed as inactive show a strong effect at the top dose; inactives centre near -15; many of its hits are not listed in these tables
Target sequence (Q03431 whole entry, looked up): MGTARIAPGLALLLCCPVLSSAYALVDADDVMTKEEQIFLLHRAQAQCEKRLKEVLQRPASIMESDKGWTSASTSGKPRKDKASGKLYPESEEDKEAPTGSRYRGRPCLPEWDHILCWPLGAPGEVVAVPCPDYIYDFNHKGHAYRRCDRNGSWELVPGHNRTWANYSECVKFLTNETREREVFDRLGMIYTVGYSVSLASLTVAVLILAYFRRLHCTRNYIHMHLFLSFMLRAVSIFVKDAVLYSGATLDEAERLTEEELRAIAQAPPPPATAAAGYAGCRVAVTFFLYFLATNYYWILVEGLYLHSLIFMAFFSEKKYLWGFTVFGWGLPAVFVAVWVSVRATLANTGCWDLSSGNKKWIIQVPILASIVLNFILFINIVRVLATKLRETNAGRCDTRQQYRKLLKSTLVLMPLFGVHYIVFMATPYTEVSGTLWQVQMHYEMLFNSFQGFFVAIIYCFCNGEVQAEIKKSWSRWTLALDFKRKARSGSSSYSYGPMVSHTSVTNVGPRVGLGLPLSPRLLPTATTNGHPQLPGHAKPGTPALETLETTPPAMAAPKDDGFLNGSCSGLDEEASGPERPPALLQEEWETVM
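HEK-293-derived GP2 cells expressing PTHR1 and a GloSensor cAMP reporter, 3,000/well, plated overnight, given luciferin plus IBMX (each 0.5 mM as added) for 1 h at 37 °C, then compound for 1 h at 37 °C. Luminescence was read after 15 min at room temperature.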
TDP-43 yeast inh: qHTS of TDP-43 Inhibitors; 410,000 compounds, 1.8% hits; AID 652104, 2013; Potency, µM (series often up to 46.1 µM), for the others: at the top dose growth rescue (activation), most hits filed as activators; TDP-43 expressing yeast growth rescue, BacTiter-Glo, 24 h; note: potency is the fitted concentration of half-maximal effect; % of control where 0% means no effect; nearly all actives have a fitted effect of over 50% in size
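Galactose-induced TDP-43 yeast, OD600=0.02, compound pinned; 24 hr, 30 deg C; BacTiter-Glo luminescence for growth. Inhibitors of TDP-43 toxicity read as activators.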
aSyn rescue: qHTS of alpha-syn Inhibitors; Yeast expressing alpha-synuclein, growth rescue, BacTiter-Glo, 24 h; Potency, µM (top dose mostly 46.1 µM), without a hit: at the highest dose growth rescue (activation), actives largely listed as activators; 370,000 compounds, 0.14% hits; AID 652106, 2013; note: potency is the fitted concentration of half-maximal effect; % of control where 0% means no effect; nearly all actives have a fitted effect of over 65% in size
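Rescue of yeast growth: cells expressing toxic alpha-synuclein, induced in galactose at OD600 0.02, incubated with compound 24 h at 30 C. ATP luminescence quantified growth; inhibitors of toxicity appear as activators.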
The depositor's hits bear a star; i = inactive; u = inconclusive; x = no result given; [ ] = another dose, or the depositor's remark. Unless noted, calls come from the whole dose curve; as a rule, active = well fitted curve in the direction sought with a large enough effect; inconclusive = small, poorly fitted or top-dose-only effect, or another doubt; inactive = no such curve, though single readings can be large; an effect the other way counts as inactive or inconclusive. Not all compounds are listed; count on the stated rates, not on these rows.

SMILES	FUS suppressor	MmCpn inh	Abeta rescue	Akt phos inh	GLP-1R inv ag	HEK293 tox	PTHR1 ag	TDP-43 yeast inh	aSyn rescue
COc1cc(CNc2ncnc3c2ncn3[C@H]2CN(Cc3ccncc3)C[C@@H](CO)O2)cc(OC)c1OC	16%	x	-20%	i	-6%	0%	i	19%	0%
O=C(COc1ccccc1F)Nc1ccc2nc(SCC(=O)N3CCCC3)sc2c1	20%	x	-15%	x	-2%	-15%	-20%	12%	x
CC(=O)N1c2c(cc(Br)cc2S(=O)(=O)N2CCN(c3ccccc3F)CC2)CC1C (stereo not drawn)	31%	-1%	1%	i	u	13%	-62%[inhibitor]	u	0%
Brc1ccc(/C=N/N2CCN(C3c4ccccc4-c4ccccc43)CC2)s1	20%	2%	-2%	i	2%	-1%	i	-11%	-10%
O=C(Nc1ccc([N+](=O)[O-])cc1Cl)c1cccc([N+](=O)[O-])c1	-42%	x	4%	i	9%	-33%	-9%	13%	0%
CN1C(=O)S/C(=C\c2ccccc2OCc2ccc(C(=O)O)cc2)C1=O	-7%	1%	8%	i	49%[activator]	0%	-14%	2%	-1%
CCOC(=O)c1cccc(NC(=O)c2ccco2)c1	27%	2%	-8%	i	23%	-9%	-11%	-16%	-3%
Cc1ccc(-c2noc(-c3ccc(NCC4CCCO4)c([N+](=O)[O-])c3)n2)cc1 (stereo not drawn)	4%	x	-14%	x	3%	9%	-28%	-2%	x
O=C(NCc1ccccc1)C(c1cccnc1)N(C(=O)c1ccccn1)c1ccccc1F (stereo not drawn)	23%	2%	6%	i	6%	-9%	i	-7%	0%
CCOc1ccc(-n2c(Cc3cc(=O)[nH]c(=O)[nH]3)nnc2SCC(=O)NC2CCCC2)cc1	10%	-1%	-9%	i	4%	18%	1%	-12%	-8%
COc1ccc(NC(=O)c2cncn2-c2ccccc2)cc1	-25%	1%	1%	i	12%	1%	i	3%	-1%
O=c1[nH]c(CN2CCc3ccccc3C2)nc2ccccc12	1%	u	22%	i	-7%	-14%	i	-6%	5%
Fc1ccc(N2CCN(Cc3cccn3-c3nnc(N4CCN(C5CCCCC5)CC4)s3)CC2)cc1	11%	x	-1%	x	13%	0%	-8%	-3%	0%
C=CCn1c(=O)c2ccccc2n2c(=S)[nH]nc12	-20%	0%	-4%	i	3%	1%	-15%	20%	11%
COc1cc(N2C(=O)C=CC2=O)ccc1N1C(=O)C=CC1=O	x	x	-17%	i	u	u	-39%[inhibitor]	20µM*	15%
COc1ccc(-c2c(-c3ccc4c(c3)OCO4)noc2C)cn1	4%	2%	2%	i	-5%	-5%	i	u	-10%
Cc1cc(C(=O)O)sc1C	16%	-3%	-14%	i	4%	6%	i	-8%	-4%
CCOC(=O)c1c(C)[nH]c(C(=O)COC(=O)c2ccc([N+](=O)[O-])o2)c1C	2%	2%	32%	i	13%	-4%	i	1%	9%
O=C(Nc1ccc(NC(=O)C2CC2)nc1)c1ccccc1F	-23%	0%	0%	i	6%	4%	i	-8%	6%
Cc1c(C=O)c2ccccc2n1CC(=O)NC(C)c1ccccc1 (stereo not drawn)	-11%	1%	13%	i	u	-6%	-3%	-3%	4%

2 entries from above, with bars between the fields.
smiles | FUS suppressor | MmCpn inh | Abeta rescue | Akt phos inh | GLP-1R inv ag | HEK293 tox | PTHR1 ag | TDP-43 yeast inh | aSyn rescue
O=c1[nH]c(CN2CCc3ccccc3C2)nc2ccccc12 | 1% | u | 22% | i | -7% | -14% | i | -6% | 5%
Fc1ccc(N2CCN(Cc3cccn3-c3nnc(N4CCN(C5CCCCC5)CC4)s3)CC2)cc1 | 11% | x | -1% | x | 13% | 0% | -8% | -3% | 0%

Entries of single compounds as entered above. Order of screens: FUS suppressor, MmCpn inh, Abeta rescue, Akt phos inh, GLP-1R inv ag, HEK293 tox, PTHR1 ag, TDP-43 yeast inh, aSyn rescue
Record of `O=C(Nc1ccc([N+](=O)[O-])cc1Cl)c1cccc([N+](=O)[O-])c1` : -42%, x, 4%, i, 9%, -33%, -9%, 13%, 0%
Record of `Cc1c(C=O)c2ccccc2n1CC(=O)NC(C)c1ccccc1` (stereo not drawn) : -11%, 1%, 13%, i, u, -6%, -3%, -3%, 4%
Record of `COc1ccc(-c2c(-c3ccc4c(c3)OCO4)noc2C)cn1` : 4%, 2%, 2%, i, -5%, -5%, i, u, -10%
Record of `Fc1ccc(N2CCN(Cc3cccn3-c3nnc(N4CCN(C5CCCCC5)CC4)s3)CC2)cc1` : 11%, x, -1%, x, 13%, 0%, -8%, -3%, 0%
Record of `COc1ccc(NC(=O)c2cncn2-c2ccccc2)cc1` : -25%, 1%, 1%, i, 12%, 1%, i, 3%, -1%

The listing continues.
SMILES	FUS suppressor	MmCpn inh	Abeta rescue	Akt phos inh	GLP-1R inv ag	HEK293 tox	PTHR1 ag	TDP-43 yeast inh	aSyn rescue
O=C(CCS(=O)(=O)c1cccc2nsnc12)NCc1ccccc1	4%	2%	2%	i	1%	-9%	i	14%	7%
CC(NC(=O)/C=C/c1cnc2ccccc2n1)C12CC3CC(CC(C3)C1)C2 (stereo not drawn)	x	-1%	-33%[inhibitor]	i	u	-18%	-36%[inhibitor]	4%	2%
CN(C)c1ccc(/C=N/Nc2nncc3ccccc23)cc1	9%	u	-16%	i	2%	10%	-31%[inhibitor]	x	1%
O=C(Cn1cnc2c(cnn2-c2ccccc2)c1=O)Nc1cc(S(=O)(=O)N2CCOCC2)ccc1Cl	u	0%	-4%	i	u	-2%	-8%	9%	-6%
COc1ccc(OCc2nn3c(-c4ccco4)nnc3s2)cc1	u	1%	2%	i	3%	-6%	-14%	u	6%
Cc1csc(=Nc2ccccc2)n1CCO	-14%	-1%	-6%	i	35%[activator]	12%	-24%	-8%	-3%
O=C(Nc1ccc(C(=O)OCc2cc(=O)n3ccsc3n2)cc1)c1cccc(F)c1	-20%	x	-7%	x	12%	3%	i	6%	x
O=C(NCCCN1CCN(c2ccc(F)cc2)CC1)c1cc2c(s1)-c1ccccc1OC2	19%	x	-34%	x	u	6%	-53%[inhibitor]	-13%	-35%[inhibitor]
Cc1ccc(S(=O)(=O)NCCC(=O)Nc2ccc(C)c(Cl)c2)cc1C	x	1%	0%	i	7.1µM*	-18%	i	14%	2%
COc1ccc(OC)c2c1sc(=NC(=O)C1CC1)n2C	-12%	0%	-20%	i	35%[activator]	7%	-1%	14%	8%
COc1ccc(N2C(=O)C(CC(=O)Nc3ccccc3)N(CCc3ccc(OC)c(OC)c3)C2=O)cc1 (stereo not drawn)	9%	2%	5%	i	-20%	-10%	-18%	-5%[0.397 µM]	0%
Nc1nc(SCc2ccc(Cl)cc2Cl)n[nH]1	-12%	0%	11%	i	-1%	8%	i	11%	2%
CCN(Cc1ccccc1)S(=O)(=O)c1ccc2c(c1)NC(=O)CC(=O)N2	-1%	-4%	-8%	i	-22%	1%	i	-15%	-3%
O=C(CCCn1c(=S)[nH]c2cc3c(cc2c1=O)OCO3)NCCc1ccccc1Cl	16%	-3%	-1%	i	9%	0%	-6%	0%	-1%
O=C(NCCS(=O)(=O)N1CCN(c2ccccc2)CC1)C1CC1	10%	-1%	-10%	i	-4%	13%	-1%	-3%	1%
CC1(C)CC(=O)N(CC(=O)O)c2ccccc2S1(=O)=O	-17%	0%	-12%	i	-8%	6%	2%	3%	-1%
O=C(COC(=O)Cn1cnc2ccccc2c1=O)Nc1ccc(Cl)c(C(F)(F)F)c1	-13%	-1%	-3%	i	-11%	7%	-4%	0%	1%
C#CCOCCOCCOCCNc1nc(N2CCN(C(=O)[C@H](CCCCN)n3cc([C@@H](N)CO)nn3)CC2)nc(N2CCN(C(=O)[C@H](Cc3ccc(O)cc3)n3cc([C@@H](N)CC(C)C)nn3)CC2)n1	-2%	x	-11%	i	5%	-1%	-30%	-10%	-4%
Cc1nnc(SCC(=O)Nc2nccs2)[nH]c1=O	-10%	3%	-21%	i	0%	-5%	i	-5%	-10%
O=c1c2ccccc2oc2ccc(Oc3ccccc3)cc12	-14%	1%	-3%	i	u	19%	i	-13%	-13%
O=C(O)Cc1ccc(NC(=S)Nc2cccc(Cl)c2Cl)cc1	u	0%	-2%	i	18%	0%	i	-9%	12%
O=C(O)CCC(=O)NNc1nc2ccccc2nc1-c1ccccc1	5%	-14%	-3%	i	10%	8%	-16%	-3%	0%
CCCc1nnc(NC(=O)COC(=O)c2cc(C)nc3ccccc23)s1	2%	-1%	-12%	i	10%	3%	-13%[57.5 µM]	-9%	12%
CCC(C)Sc1nc2c(cnn2-c2ccc(F)cc2)c(=O)[nH]1 (stereo not drawn)	41%	1%	-14%	i	32%[activator]	-4%	-16%	0%	-3%
COc1ccc(-n2c(/C=C/c3c(C)[nH]c4ccccc34)nc3ccccc3c2=O)cc1	3%	x	-19%	x	1%	29%	-1%	4%	x
COc1ccccc1N(C)c1cc2c(c3c1ccn3C)C1CCC2O1 (stereo not drawn)	32%	x	-6%	i	u	-13%	-9%	u	1%
CC1CCn2c(nc3cc(C(=O)NCc4ccc(F)cc4)ccc32)C1 (stereo not drawn)	-3%	x	-10%	x	10%	-2%	-14%	8%	x
